Screens as filed in PubChem.
STEP block: STEP (human) phosphatase inhibition. P54829. recombinant STEP, OMFP fluorogenic substrate, fluorescence. inhibition, % at 20 µM. 360,000 tested, 0.25% active;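 active means inhibition at 20 µM, scaled per plate between control wells, above about 37%, limit read from the data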;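 further: 0% = DMSO with enzyme and substrate and 100% = substrate only without enzyme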
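material = STEP tyrosine phosphatase | reagent = fluorogenic phosphatase substrate OMFP at 25 µM final | doses = single compound dose of 20 µM, 1% DMSO final | schedule = 20 min reaction, room temperature, in the dark | measured by = fluorescence, 480/540 nm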
LMPTP block: LMPTP (human) inhibition; P24666; recombinant LMPTP-A, OMFP fluorogenic substrate, fluorescence intensity; inhibition, % at 20 µM; 360,000 tested, 0.22% active; AID 651560;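 active means compounds that cut the enzyme signal by at least half of the control window in the single-dose screen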;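 further: plate controls were DMSO wells with enzyme plus substrate for no effect and substrate without enzyme for full effect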
Target sequence (P24666 whole entry, looked up): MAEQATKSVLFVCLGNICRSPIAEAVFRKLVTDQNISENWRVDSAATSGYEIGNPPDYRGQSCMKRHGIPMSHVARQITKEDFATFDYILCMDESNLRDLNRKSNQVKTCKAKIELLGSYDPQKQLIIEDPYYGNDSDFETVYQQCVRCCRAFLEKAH
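Assay system: LMPTP-A, protein tyrosine phosphatase of low molecular weight / Medium: pH 6.0 Bis-Tris buffer with DTT and Triton X-100 / Schedule: 50 min enzyme reaction at room temperature, protected from light / Measured by: endpoint fluorescence intensity from OMFP dephosphorylation / Read-out basis: % inhibition relative to no-enzyme and uninhibited control wells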
NadD block: blocks S. aureus nicotinate mononucleotide adenylyltransferase. purified NadD enzyme, colorimetric absorbance read-out. inhibition, % at 20 µM. 360,000 tested, 0.78% active; in the data active means inhibition above about 26%; further: some compounds past the cut are filed as inactive
Tb MetRS inh: blocks T. brucei methionyl-tRNA synthetase activity; purified T. brucei MetRS, ATP depletion, Kinase-Glo luminescence; inhibition, % at 11.9 µM; 360,000 tested, 0.4% active; AID 624268;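 active means inhibition above a per-plate cutoff of the control wells' mean inhibition plus 3 SD, cut at about 5.5% in these data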;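 further: 0% = DMSO wells median and 100% = median of wells with control inhibitor compound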
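Material: parasite MetRS enzyme / Replication: singlicate, one well per compound / Signal: luminescence of leftover ATP / Schedule: 2 h aminoacylation at 25 °C after 15 min preincubation / Medium: HEPES-MgCl2-KCl buffer plus DTT, spermine, BSA, pyrophosphatase / Doses: 11.9 µM single point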
MsrA inhibitor: inhibitors of bovine MsrA; inhibition, % at 15.5 µM; purified bovine MsrA, absorbance read-out; AID 651718; 360,000 tested, 0.75% active; in the data active means inhibition above about 4.5%;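 further: 0% = vehicle wells with enzyme and 100% = reference inhibitor wells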
Rpn11 block: Rpn11 (human) deubiquitinase inhibition; human 26S proteasome, Ub4-pepOG fluorescence polarization; 20S core pre-blocked with epoxomicin; calls only at 20 µM; 360,000 tested, 0.59% active; AID 588493;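 active means inhibition at 20 µM, scaled to each plate's controls, above about 33%, limit read from the data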
Target sequence (O00487 whole entry, looked up): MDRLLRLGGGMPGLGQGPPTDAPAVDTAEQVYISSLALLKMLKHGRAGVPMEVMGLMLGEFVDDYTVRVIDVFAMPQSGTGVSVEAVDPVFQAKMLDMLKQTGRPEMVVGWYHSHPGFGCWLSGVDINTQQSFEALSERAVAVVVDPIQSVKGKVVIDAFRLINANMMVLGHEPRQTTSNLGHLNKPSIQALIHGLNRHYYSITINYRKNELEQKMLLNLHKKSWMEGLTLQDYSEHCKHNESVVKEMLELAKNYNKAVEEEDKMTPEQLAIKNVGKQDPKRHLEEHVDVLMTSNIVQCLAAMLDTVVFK
DNMT1 inh: inhibitors of human DNMT1; P26358; DNMT1 molecular beacon, Hinp1I cleavage, fluorescence; inhibition (reported as % activation of signal), % at 10 µM; 360,000 tested, 0.83% active; AID 588458; in the data active means inhibition above about 50%
SUMO1 PPI mod: alters human SUMO1 binding to SIM partners; SUMO1 binding to a labelled peptide, TR-FRET, 1 h; inhibition, % at 20 µM; 360,000 tested, 0.33% active; in the data active means inhibition above about 37%
Target sequence (P63165 whole entry, looked up): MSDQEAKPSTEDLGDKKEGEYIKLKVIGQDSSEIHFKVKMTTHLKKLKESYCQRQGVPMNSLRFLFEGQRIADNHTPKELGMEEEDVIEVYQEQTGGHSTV
CSN deneddyl inh: blocks human CSN-mediated cullin deneddylation | inhibition, % at 12.5 µM | 360,000 tested, 0.38% active | Purified CSN, SCF-Nedd8-OG deneddylation, fluorescence polarization | AID 651999 | Q92905;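 active means pattern-corrected inhibition above about 35%, with an unprinted fluorescence ratio check between 0.5 and 1.5, limit read from the data, passing the limit was not always enough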;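 further: 0% = enzyme with substrate and 100% = substrate without enzyme; some results filed as inactive read as strong as hits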
Target sequence (Q92905 whole entry, looked up, one chain of several): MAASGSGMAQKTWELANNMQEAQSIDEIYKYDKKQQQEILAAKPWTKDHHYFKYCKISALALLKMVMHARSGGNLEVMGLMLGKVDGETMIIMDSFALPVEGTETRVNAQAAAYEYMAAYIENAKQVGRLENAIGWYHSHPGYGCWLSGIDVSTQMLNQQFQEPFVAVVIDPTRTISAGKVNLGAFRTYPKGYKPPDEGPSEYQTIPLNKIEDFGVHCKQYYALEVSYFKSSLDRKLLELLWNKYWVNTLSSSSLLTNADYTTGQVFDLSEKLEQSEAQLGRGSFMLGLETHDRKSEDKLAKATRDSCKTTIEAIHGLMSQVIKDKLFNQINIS
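Assay system: purified human Csn5 enzyme expressed in HEK293T cells; measure: % inhibition; also added: SCFSkp2-Nedd8OG substrate at 10 nM final; technique: fluorescence polarization; times: reaction 90 min, room temperature; medium: Tris buffer pH 7.5, NaCl, DTT, Tween-20, trehalose, ovalbumin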
Scp1 inh: Scp-1 (human) phosphatase inhibition; Recombinant Scp1, phosphopeptide, malachite green phosphate absorbance; AID 493091; Q9GZU7; inhibition, % at 20 µM; 340,000 tested, 0.88% active;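 active means inhibition above about 50% at 20 µM, limit read from the data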;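 further: plate controls were DMSO wells with enzyme for no effect and wells lacking enzyme for full effect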
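System: SCP-1 catalytic domain; Reagent: Phospho 17-mer peptide substrate; Doses: one concentration, 20 µM, with 1.0% DMSO; Incubation: 45 min room-temperature reaction, 5 min colour, 30 min stabiliser; Signal: Phosphate-binding colour reagent, absorbance read at 630 nm.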
The depositor's hits bear a star; i = inactive; / = not tested or not shown; + = active, no number; & = joins results of further samples. An excerpt; the hit share may differ from the screen's.

SMILES	STEP block	LMPTP block	NadD block	Tb MetRS inh	MsrA inhibitor	Rpn11 block	DNMT1 inh	SUMO1 PPI mod	CSN deneddyl inh	Scp1 inh
CC(C)NS(=O)(=O)c1ccc(OCC(=O)N2CCN(Cc3ccccc3)CC2)cc1	7	1.2	-2	-0.6	-0.6	i	-4	-3	2	0
Cc1cccc(NP2(=O)NCCCN2)c1	-3	-2.8	-1	-0.4	0.4	i	13	0	-4	-27
CNC(C(=O)c1ccccc1)C(OC(C)=O)c1cccc([N+](=O)[O-])c1 (stereo not drawn)	1	-0.3	-6	4.2	-1.4	i	-4	-22	-7	88*
CC(C)(C)C(=O)C(Oc1ccc(Cl)cc1)n1cncn1 (stereo not drawn)	-2	0.2	-1	-0.3	-1.5	i	0	-4	-4	11
C[C@@H]1CN([C@H](C)CO)C(=O)CCCn2nncc2CO[C@H]1CN(C)C(=O)Oc1ccccc1	-1	-0.9	2	0.9	0.3	i	-2	2	3	/
O=C(Nc1ccc(OC(=O)N2CCCCC2)cc1)N1CCOCC1	0	1.6	-2	-1.0	-1.5	i	2	1	0	-10
CCC(=NC1CCN(Cc2ccccc2)CC1)c1c(O)[nH]c(=O)[nH]c1=O	0	-2.9	-2	-0.5	-0.1	i	-2	0	-7	-8
COc1ccccc1C1C([N+](=O)[O-])=C(N)Oc2c1c(=O)oc1ccccc21 (stereo not drawn)	2	0.4	-6	-0.4	2.2	i	0	-2	3	-13
O=[N+]([O-])c1cc(Cl)c(Cl)cc1Cl	1	-1.2	6	0.3	-0.5	i	-1	-11	-1	-6
O=P1(Nc2ccc(F)cc2)COc2ccccc2OC1	1	-1.3	-1	-0.6	-0.1	i	1	-1	3	-7
CC(=O)NC(=O)NC(C)Cc1ccccc1 (stereo not drawn)	-15	-1.1	-1	-1.0	0.8	i	3	1	-2	0
CC(C)N1CCN(Cc2cccc([N+](=O)[O-])c2)CC1	-2	-1.4	-4	0.5	0.7	i	-2	-1	-7	-6
Cc1nn(-c2ccccc2)c2c1C(c1ccc3c(c1)OCO3)SCC(=O)N2 (stereo not drawn)	3	-1.8	8	-0.3	0.3	i	2	-2	8	-5
Cc1ccc2nsnc2c1-n1c(C)nc2ccccc2c1=O	0	0.0	0	-0.9	-1.0	i	0	-18	-6	12
C=CCn1c(O)c(C(CC)=Nc2ccccc2NC(C)=O)c(=O)[nH]c1=O	0	0.4	0	-0.1	-1.3	i	5	-1	-2	6
O=C(c1ccc(Cl)cc1)C1CCCN(Cc2ccc3ncccc3c2)C1 (stereo not drawn)	-1	-0.5	-9	-0.3	1.2	i	1	1	-8	-3
O=C(Nc1cccc(OC(=O)N2CCCCC2)c1)N1CCCCC1	0	0.1	3	-1.6	0.0	i	5	-1	-2	0
O=C(Cn1c(=O)n(CC2CS2)c2ccccc21)N1CCCCC1 (stereo not drawn)	-2	-0.3	-2	-2.0	-0.8	i	1	1	3	3
CN1C(=O)NC(=O)/C(=C\c2ccc([N+](=O)[O-])o2)C1=O	44*	11	0	-0.4	/	i	101*	34	42	53*
C=C1C/C(=C/C)C(=O)O[C@@H]2CCN3CC=C(COC(=O)[C@]1(C)O)[C@H]23	-3	0.4	-2	/	0.4	i	2	1	3	-2
COCc1ccc(CN2CCCC(C(=O)c3sccc3C)C2)o1 (stereo not drawn)	0	0.8	-3	-1.8	0.0	i	1	1	-4	-2
NC(Cc1ccc(O)cc1)C(=O)NN=Cc1ccc(N(CCCl)CCCl)cc1 (stereo not drawn)	-3	1.8	14	-0.2	7.7*	i	-24	-19	-3	-10
CC(C)c1ccccc1OCC(=O)N1CCCN(C)CC1	1	-0.1	0	-0.4	-0.2	i	0	-1	3	1
CN1CCN(C(=O)COc2ccc(S(=O)(=O)Nc3ccc(Cl)cc3)cc2)CC1	-3	2.9	0	-0.3	-0.4	i	3	0	-4	/
CCNc1nc(NC(C)(C)C)nc(SC)n1	-1	-0.4	-4	-0.9	0.0	i	1	-4	-5	-6
Going on with the list:
SMILES	STEP block	LMPTP block	NadD block	Tb MetRS inh	MsrA inhibitor	Rpn11 block	DNMT1 inh	SUMO1 PPI mod	CSN deneddyl inh	Scp1 inh
CC[n+]1c(/C=C/C=C/c2ccc(N(C)C)cc2)sc2ccccc21	21	90*	-9	-2.1	3.0	i	-20	-59	10	-7
Cc1ccccc1-n1c(O)c(/C=N/Nc2nc3c(c(=O)n(C)c(=O)n3C)n2C)c(=O)[nH]c1=S	-1	1.6	2	-0.1	2.1	i	-2	8	1	-9
COC(=O)C(O)(c1ccc2c(c1)CCCN2)C(F)(F)F (stereo not drawn)	-3	-1.6	1	-1.5	-1.0	i	8	1	6	-3
CCCNS(=O)(=O)c1ccc(OCC(=O)N2CCN(Cc3ccc4c(c3)OCO4)CC2)cc1	-2	-1.0	-6	-0.8	-0.9	i	0	0	-2	-2
S=C1CN=C(c2ccccc2Cl)c2cc(Cl)ccc2N1	-3	0.0	-4	-1.1	0.7	i	2	0	0	3
CCOC(=O)[C@]12Cc3cc(OC)c(OC)cc3[C@H]1N(Cc1ccccc1)C(=O)c1ccccc12	0	0.0	-12	-0.3	-0.2	i	-3	1	-5	-18
CC(C)C(C)(NC(=O)c1cccn(Cc2ccc3c(c2)OC(F)(F)O3)c1=O)C(N)=O (stereo not drawn)	-2	-2.0	-1	-1.0	1.2	i	5	-3	-2	-4
CC(C)C[C@@H]1COc2cc(N3CCN(C)CC3)ccc2S(=O)(=O)N1	/	-1.5	-7	-0.1	0.3	/	/	0	-4	/
CNCC(O)c1cc(F)c(OCc2ccccc2)c(OCc2ccccc2)c1F (stereo not drawn)	5	1.8	-8	-0.1	-0.6	i	-3	-21	-2	0
Cn1cc(C=O)c2nccnc21	0	-1.9	1	-0.1	1.2	i	4	-4	0	/
CSCCC(c1nnnn1C1CCCC1)N1CCC(n2c(=O)[nH]c3ccccc32)CC1 (stereo not drawn)	-1	2.6	-2	0.2	0.8	i	2	4	-5	/
CC(C)NC(=O)Cn1cc(C(=O)c2ccccc2)c2ccccc21	-9	-1.6	1	-1.1	2.9	i	4	3	-2	-5
Nc1c(C(=O)NCc2ccco2)c2nc3ccccc3nc2n1CCN1CCCCC1	-1	4.2	22	0.0	0.2	i	-1	-9	20	-5
CCCCN(Cc1ccccc1)C1CCN(CCc2ccccc2)CC1	0	-1.4	-5	-0.2	0.8	i	0	-3	-8	-5
O=C1N(c2ccccc2)C(c2cccnc2)N2CCCN12 (stereo not drawn)	6	-1.9	2	-0.5	-0.1	i	1	-2	-4	7
COC(=O)C(O)(c1ccc(N(C)C(=O)c2cccs2)cc1)C(F)(F)F (stereo not drawn)	1	0.5	-3	0.1	-0.3	i	1	0	-10	-7
C=CCn1c(O)c(/C=N/N2CCOCC2)c(=O)[nH]c1=S	-1	-0.7	-4	-0.7	3.5	i	2	0	0	-1
CN1CCc2c([nH]c3ccccc23)C1	-4	1.6	2	-1.3	0.6	i	-10	-3	6	1
COc1ccc(Br)cc1CN1CCN(C(=O)Cc2ccccc2)CC1	-1	-2.8	1	-0.2	0.2	i	-9	-2	1	-2
CCc1cccc(CC)c1NC(=S)N1CC2CC(C1)c1cccc(=O)n1C2 (stereo not drawn)	4	-0.6	-2	-0.3	0.5	i	-3	2	2	-3
O=C1NC(=O)N(Cc2ccco2)C(=O)/C1=C/C=C/c1ccco1	40*	23	19	-0.1	1.0	+	97*	92*	46*	81*
C=CCCC1(C2=CCCCC2)C(=O)NC(=O)NC1=O	-3	-1.6	0	-0.3	-0.4	i	-1	0	-1	5
O=C(CN1C(=O)COc2ccccc21)N1CCC2(CC1)OCCO2	1	-0.9	-3	-0.4	0.2	i	0	-2	-4	-6
COC(=O)[C@@H](N)CCCN=C(N)N[N+](=O)[O-]	-2	-1.2	-2	-0.5	-1.0	i	2	2	-4	-9
CN(C)CP(=O)(Nc1ccccc1)N(C)C (stereo not drawn)	-7	0.9	-6	-0.1	-0.8	i	3	-1	-2	-15

An excerpt of these results, as comma-separated lines:
mol,STEP block,LMPTP block,NadD block,Tb MetRS inh,MsrA inhibitor,Rpn11 block,DNMT1 inh,SUMO1 PPI mod,CSN deneddyl inh,Scp1 inh
Cc1ccccc1-n1c(O)c(/C=N/Nc2nc3c(c(=O)n(C)c(=O)n3C)n2C)c(=O)[nH]c1=S,-1,1.6,2,-0.1,2.1,i,-2,8,1,-9
COC(=O)C(O)(c1ccc2c(c1)CCCN2)C(F)(F)F (stereo not drawn),-3,-1.6,1,-1.5,-1.0,i,8,1,6,-3
CCCNS(=O)(=O)c1ccc(OCC(=O)N2CCN(Cc3ccc4c(c3)OCO4)CC2)cc1,-2,-1.0,-6,-0.8,-0.9,i,0,0,-2,-2
S=C1CN=C(c2ccccc2Cl)c2cc(Cl)ccc2N1,-3,0.0,-4,-1.1,0.7,i,2,0,0,3
CCOC(=O)[C@]12Cc3cc(OC)c(OC)cc3[C@H]1N(Cc1ccccc1)C(=O)c1ccccc12,0,0.0,-12,-0.3,-0.2,i,-3,1,-5,-18

Other records
SMILES	STEP block	LMPTP block	NadD block	Tb MetRS inh	MsrA inhibitor	Rpn11 block	DNMT1 inh	SUMO1 PPI mod	CSN deneddyl inh	Scp1 inh
Cc1onc(-c2c(Cl)cccc2Cl)c1C(=O)Nc1ccc2c(C(F)(F)F)cc(=O)oc2c1	1	2.8	7	0.9	-0.3	i	-2	-8	1	-3
CC(Cc1ccccc1)NCC(=O)Nc1cc(N(C)C)nc2ccccc12 (stereo not drawn)	1	18	-5	2.6	0.2	i	8	2	-1	-2
C[C@]12CC[C@H](OS(=O)(=O)O)CC1=CC[C@@H]1[C@@H]2CC[C@]2(C)C(=O)CC[C@@H]12	3&10&10	2.5&3.3&4.3	3&4&0	0.4&0.3&-0.1	2.0&-0.8&-0.1	i	3&5&-2	3&5&1	-4&-1&-1	-9&1&-6
O=c1[nH]c(=O)n(-c2ccc(Cl)cc2)c(O)c1C=NCCN1CCCCC1	-1	-4.2	1	-0.9	-1.6	i	-1	3	-3	-2
CC(C(=O)Nc1ccc(Cl)cc1Cl)N1CC=C(c2ccccc2)CC1 (stereo not drawn)	1	2.5	0	0.0	-0.4	i	-1	0	-6	0
Cc1cccc(-n2c(C)nc3ccc(Cl)cc3c2=O)c1	0	1.2	-5	-0.3	-0.2	i	3	4	1	-7
Cc1ccc2c(CN3CC=C(c4ccccc4)CC3)cc(=O)oc2c1C	-4	-0.1	5	0.2	1.3	i	10	-12	-7	-3
N#CC(C#N)=Cc1ccc(O)c(O)c1	2	0.2	-2	-1.7	1.7	i	3	-22	5	-9
